eLon inh = E. coli protease La inhibition. purified E. coli Lon protease, fluorescence polarization. inhibition, % at 7.94 µM. actives 0.42% (n = 360,000). AID 602123; in the data active = inhibition above about 13%, passing the limit was not always enough;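 note: 0% = enzyme with probe and DMSO and 100% = no enzyme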
Target sequence (P0A9M0 whole entry, looked up): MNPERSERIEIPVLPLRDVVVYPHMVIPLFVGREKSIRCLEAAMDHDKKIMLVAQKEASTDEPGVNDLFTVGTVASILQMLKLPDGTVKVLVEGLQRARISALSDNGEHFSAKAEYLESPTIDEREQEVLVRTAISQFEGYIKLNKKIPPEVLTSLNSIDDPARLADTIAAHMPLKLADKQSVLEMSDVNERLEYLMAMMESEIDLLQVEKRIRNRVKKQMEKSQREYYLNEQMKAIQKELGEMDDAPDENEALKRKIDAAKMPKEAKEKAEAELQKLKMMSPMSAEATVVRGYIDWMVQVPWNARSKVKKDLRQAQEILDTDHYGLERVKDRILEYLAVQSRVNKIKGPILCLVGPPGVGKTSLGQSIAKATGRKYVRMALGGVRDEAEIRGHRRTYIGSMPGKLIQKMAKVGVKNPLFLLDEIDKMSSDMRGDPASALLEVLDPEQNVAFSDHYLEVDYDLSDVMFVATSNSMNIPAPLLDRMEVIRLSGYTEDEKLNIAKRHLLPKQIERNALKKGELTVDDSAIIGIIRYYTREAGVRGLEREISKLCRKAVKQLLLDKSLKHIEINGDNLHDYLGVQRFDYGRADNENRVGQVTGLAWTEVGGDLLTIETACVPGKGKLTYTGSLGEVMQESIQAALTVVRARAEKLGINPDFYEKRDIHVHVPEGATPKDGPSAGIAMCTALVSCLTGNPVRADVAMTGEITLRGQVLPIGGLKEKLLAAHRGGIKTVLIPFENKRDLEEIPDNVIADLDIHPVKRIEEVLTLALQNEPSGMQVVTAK
MT1-MMP act inh = blocks activation of human MT1-MMP. P50281. HT1080 RFP-PRO-GFP cells, GFP/RFP ratio fluorescence, overnight; percent of plate control window, DMSO zero. GFP/RFP ratio change, % at 20 µM. actives 0.061% (n = 360,000);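 active = GFP/RFP ratio change of at least 30% with cell ATP level not reduced by more than half and red fluorescence within 50% of control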; note: strong numbers were not always called active
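Assay system: HT1080 RFP-PRO-GFP cells. Benchmarks: DMSO vehicle wells and RFP-L50D-GFP reporter cell wells. Times: overnight cell settling, then overnight compound exposure, 37 °C, 5% CO2. Compound: 20 µM single dose, 1% DMSO. Read-out basis: GFP/RFP fluorescence ratio.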
Neddyl block = inhibitors of human cullin neddylation. P61081+Q13564. actives 0.58% (n = 360,000). TR-FRET cullin neddylation, biochemical. calls only at 25 µM; in the data active = inhibition above about 36%
CendR NRP1 mod = modulators of CendR peptide binding to human neuropilin-1; FAM-RPARPAR peptide binding to NRP-1, fluorescence polarization; inhibition, % at 25 µM; actives 0.85% (n = 360,000); AID 602438;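 active = inhibition or corrected inhibition above about 18%, plus a signal ratio from 0.5 to 1.5, limit read from the data, passing the limit was not always enough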; note: strong numbers were not always called active
SKN-1 block = inhibitors of C. elegans SKN-1; actives 0.49% (n = 360,000); C. elegans VP596 Pgst-4::GFP/RFP ratio, acrylamide-induced, 24 h; inhibition, % at 21.8 µM;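 active = interference check ratio from 0.5 to 1.5 plus GFP to RFP signal ratio inhibition reaching or exceeding a fixed threshold, cut at about 30% in these data, passing the limit was not always enough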; note: some compounds called inactive have numbers as strong as hits
Rin1-Abl PPI inh = blocks binding of human Rin1 to Abl | actives 0.4% (n = 360,000) | inhibition, % at 7.35 µM | TR-FRET Rin1/Abl binding, biochemical | AID 588664 | P00519+Q13671; in the data active = inhibition above about 5%, passing the limit was not always enough
bovine MsrA act = activators of bovine methionine sulfoxide reductase A; purified bovine MsrA, absorbance read-out; activation, % at 10.6 µM; actives 0.3% (n = 360,000); in the data active = activation above about 7.5%;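 note: 0% = vehicle and 100% = reference activator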
FAS-TE inh = FAS thioesterase (human) inhibition | P49327 | recombinant FAS-TE, OMFH fluorogenic substrate, fluorescence endpoint | inhibition, % at 15 µM | actives 0.67% (n = 360,000);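 active = compounds whose normalised, plate-corrected inhibition of enzyme fluorescence in the single-dose primary screen is 50% or more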;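 note: 0% = DMSO with enzyme and 100% = substrate without enzyme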
MsrA inh = inhibitors of bovine MsrA. actives 0.75% (n = 360,000). inhibition, % at 15.5 µM. purified bovine MsrA, absorbance read-out; in the data active = inhibition above about 4.5%;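 note: 0% = vehicle wells with enzyme and 100% = reference inhibitor wells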
An asterisk follows results filed as active; i = inactive; . = not tested or not shown. Not a hit list, and some 4.2% of all compounds hit somewhere here.

Under each structure: eLon inh	MT1-MMP act inh	Neddyl block	CendR NRP1 mod	SKN-1 block	Rin1-Abl PPI inh	bovine MsrA act	FAS-TE inh	MsrA inh
- Cn1nc(-c2ccccc2)c(C(=O)Nc2ccc(C(F)(F)F)cc2)c1Cl
  3	-1	i	4	6	-1	-1	-2	1.0
- Cc1nn(-c2ccccc2)c(N2CCCC2)c1/C=N/NC(=S)Nc1ccc(F)cc1
  10	-4	i	0	5	-1	-11	11	1.5
- COc1ccc(C(CNC(=O)COc2ccccc2OC)N(C)C)cc1OC (stereo not drawn)
  0	-4	i	-1	8	1	-11	-11	1.2
- O=C(COc1cc(Cl)c(Cl)cc1Cl)Nc1cccc(O)c1
  3	9	i	0	2	-1	-1	5	-0.1
- COc1ccc(CNC(=O)C2CCC(CNS(=O)(=O)c3cccc4cccnc34)CC2)cc1 (stereo not drawn)
  -6	5	i	-8	14	1	-2	-1	-0.9
- Cc1ccc(C(=O)COC(=O)CNC(=O)c2ccc(N3C(=O)c4ccccc4C3=O)cc2)cc1C
  -3	-2	i	-5	7	1	-3	-4	1.2
- COc1cccc(C(=O)Nc2ccc3[nH]ncc3c2)c1OC
  -6	1	i	0	-5	-1	-1	-16	0.2
- COc1cc(-c2nnc(SCC(=O)Nc3cc(C)on3)n2C)cc(OC)c1O
  -13	9	i	0	-1	0	-1	-4	1.1
- O=C(NCCCCc1ccccc1)c1cccc(NC(=O)C2CC2)c1
  -12	2	i	11	-7	-2	-5	-1	-0.2
- O=S(=O)(c1ccc2ccccc2c1)N1CCc2ccccc21
  3	-2	i	1	18	-2	3	30	1.3
- COc1ccc(-c2nnc(SCC(=O)Nc3ccc(C)cc3)n2C)cc1
  -5	1	i	0	10	4	-1	-3	-0.4
- Cc1c(C(C)C)c(=O)n(-c2ccc(S(=O)(=O)N3CCOCC3)cc2)n1C
  0	10	i	7	3	4	-9	-4	-0.3
- COc1ccc(C2C(C(=O)c3ccco3)=C(O)C(=O)N2CC2CCCO2)c(OC)c1 (stereo not drawn)
  0	-3	i	4	21	0	-3	-2	1.4
- COc1cccc(CN2CCC(n3nccc3NC(=O)CCCc3ccccc3)CC2)c1
  2	-6	i	3	7	0	-1	2	-0.3
- CN(C)S(=O)(=O)c1cccc(N=C2SCCN2Cc2ccccc2)c1
  0	-8	i	7	-4	-8	-2	24	0.2
- CCOc1ccc(NC(=O)CN(C)C(=O)c2ccc(COc3ccccc3)cc2)cc1OCC
  13	5	i	-3	-2	2	-5	10	0.0
- Cn1c(=O)[nH]c(=O)c2c1nc(N1CCCCC1)n2C/C=N/Nc1ccc(C(=O)O)cc1
  0	-6	i	0	3	3	-1	-4	0.9
- COc1ccccc1CNCc1cc(OC)c(OC)cc1OC
  -7	0	i	-8	1	-1	2	-8	-0.1
- CC(C)(C)c1cc(CCC(=O)NCc2cccnc2)cc(C(C)(C)C)c1O
  5	2	i	-11	-2	-1	-5	-4	0.8
- COc1cccc(NS(=O)(=O)NC(=O)c2cn(C)c3ccccc23)c1
  2	7	i	2	-4	1	-2	-5	2.3
- COc1ccc(S(=O)(=O)N(C)C)cc1NC(=O)CCCSc1ccccc1
  -2	0	i	8	-2	0	0	22	0.0
- CC(Cl)C(=O)c1c(N)n(C)c(=O)n(C)c1=O (stereo not drawn)
  5	-1	i	40*	13	3	-11	-8	.
- COc1ccccc1S(=O)(=O)N1CCN(S(=O)(=O)c2ccccc2C#N)CC1
  -5	-6	i	10	5	-2	-2	3	0.5
- CCN(C(=O)COC(=O)CNS(=O)(=O)c1ccc2ccccc2c1)C1CCCCC1
  1	4	i	-1	-6	0	-4	5	1.2
- COc1ccc(S(=O)(=O)N(C)CC(=O)NCCc2ccccc2)cc1OC
  -5	-3	i	17	-2	0	-1	-3	1.3
- COc1ccc(NS(=O)(=O)c2cccc(C(=O)N3CCCCCC3)c2)cc1
  -8	0	i	15	2	-3	-1	-4	-0.5
- N#C/C(=C/c1ccc(N2CCOCC2)c([N+](=O)[O-])c1)C(N)=O
  -7	6	i	-12	21	-8	-1	-4	3.5
- O=C(NCCCO)c1nc2ccccc2s1
  10	-1	i	7	26	-2	-2	-3	1.0
- CCOC(=O)[C@]12CCCC=C1N(Cc1cccc3ccccc13)C(=O)[C@H](CC(=O)N1CCN(C(=O)c3ccco3)CC1)C2
  4	3	i	-24	-2	.	1	6	-0.8
- CCn1nc(C)c(CNC(=O)C2CCC(=O)N(CCc3ccc(Cl)cc3)C2)c1C (stereo not drawn)
  -9	-1	i	4	-3	-1	-1	-3	1.2

Among those listed so far, four contain a Cl atom.
Under each structure: eLon inh	MT1-MMP act inh	Neddyl block	CendR NRP1 mod	SKN-1 block	Rin1-Abl PPI inh	bovine MsrA act	FAS-TE inh	MsrA inh
- Cn1nc(-c2ccccc2)c(C(=O)Nc2ccc(C(F)(F)F)cc2)c1Cl
  3	-1	i	4	6	-1	-1	-2	1.0
- O=C(COc1cc(Cl)c(Cl)cc1Cl)Nc1cccc(O)c1
  3	9	i	0	2	-1	-1	5	-0.1
- CC(Cl)C(=O)c1c(N)n(C)c(=O)n(C)c1=O (stereo not drawn)
  5	-1	i	40*	13	3	-11	-8	.
- CCn1nc(C)c(CNC(=O)C2CCC(=O)N(CCc3ccc(Cl)cc3)C2)c1C (stereo not drawn)
  -9	-1	i	4	-3	-1	-1	-3	1.2

3 entries drawn at random from those above:
Under each structure: eLon inh	MT1-MMP act inh	Neddyl block	CendR NRP1 mod	SKN-1 block	Rin1-Abl PPI inh	bovine MsrA act	FAS-TE inh	MsrA inh
- CCn1nc(C)c(CNC(=O)C2CCC(=O)N(CCc3ccc(Cl)cc3)C2)c1C (stereo not drawn)
  -9	-1	i	4	-3	-1	-1	-3	1.2
- CCOC(=O)[C@]12CCCC=C1N(Cc1cccc3ccccc13)C(=O)[C@H](CC(=O)N1CCN(C(=O)c3ccco3)CC1)C2
  4	3	i	-24	-2	.	1	6	-0.8
- COc1ccc(C(CNC(=O)COc2ccccc2OC)N(C)C)cc1OC (stereo not drawn)
  0	-4	i	-1	8	1	-11	-11	1.2

Additional results:
Under each structure: eLon inh	MT1-MMP act inh	Neddyl block	CendR NRP1 mod	SKN-1 block	Rin1-Abl PPI inh	bovine MsrA act	FAS-TE inh	MsrA inh
- CC(C)n1c(=O)c2ccccc2n1Cc1cn(-c2ccc(Cl)cc2)nn1
  -5	1	.	-6	13	0	-4	-6	0.4
- O=C(NCCc1ccc(F)cc1)C1CCCO1 (stereo not drawn)
  6	6	i	11	4	2	-3	-4	-1.1
- COc1ccc(S(=O)(=O)NCc2nc3nc(C)cc(C)n3n2)cc1
  -1	2	i	-6	-8	-1	-3	-10	1.2
- CC(C)N(CCn1c(=S)[nH]c2ccccc2c1=O)C(C)C
  -8	-4	i	-4	-15	0	0	-3	-0.7
- COc1ccc(-c2nc(CN3CCN(c4ccccc4OC)CC3)c(C)o2)cc1
  -5	1	i	5	-8	-2	-9	-3	0.3
- COC(=O)c1cn(NC(=O)c2ccc([N+](=O)[O-])c(C)c2)c(=O)c2ccccc12
  3	1	i	5	8	0	-1	14	1.7
- Cn1cnnc1SCC(=O)Nc1ccc(S(=O)(=O)N2CCCC2)cc1
  2	5	i	2	9	2	2	-11	-0.5
- O=C(N/N=C/C=C/c1ccccc1)C1CC1(c1ccccc1)c1ccccc1 (stereo not drawn)
  -5	-5	i	2	21	0	-2	28	1.9
- COc1ccc(C(=O)Nc2nc3cc4c(cc3s2)OCCO4)c(OC)c1
  3	.	.	-12	-14	-3	-9	0	-0.2
- CC1(Cc2ccc(Cl)cc2)C(=O)Nc2ccc(-c3cccnc3)cc21 (stereo not drawn)
  -1	-20	i	5	39*	-1	-4	7	-0.8
- CCNC(=S)N(CCc1ccc(OC)c(OC)c1)Cc1cc2cc(OC)ccc2[nH]c1=O
  -1	1	i	15	6	0	-5	-4	-0.2
- CC(=O)c1c(C)[nH]c(C(=O)NCCc2ccc(Cl)cc2)c1C
  -2	3	i	12	10	1	0	1	0.3
- CCOC(=O)/C(=N/Nc1ccc(OC)cc1)N1CCCc2ccccc21
  1	-19	i	-8	-11	-2	-3	27	1.3
- CCc1cccc(N(C(=O)c2csnn2)C(C(=O)NC(C)(C)C)c2ccccn2)c1 (stereo not drawn)
  -11	3	i	-1	-24	0	-8	-4	0.9
- Cc1ccc(-c2cc([C@H]3[C@@H]4C=CCC[C@@]4(C)C(=O)N3Cc3ccccc3)ccc2F)cc1
  -5	6	i	6	-7	2	-3	29	0.8
- Cc1c([N+](=O)[O-])oc2c1C(=O)NCCC2
  -19	-4	i	-4	-11	1	-1	-1	1.2
- O=C1C2CC=CCC2C(=O)N1c1ncn[nH]1 (stereo not drawn)
  -5	7	i	-5	4	1	-9	-5	-0.5
- O=C(Cn1ncc2c3ccccc3n(Cc3ccccc3F)c2c1=O)NC1CC1
  -2	0	i	-5	6	-3	-4	-11	0.0
- O=C(COC(=O)Cc1ccccc1F)Nc1ccc(Cl)cn1
  -1	9	i	5	7	1	-1	-2	1.8
- Cc1cccc(NC(=O)[C@H](Cc2ccccc2)NC(=O)[C@@H]2Cc3ccccc3CN2)c1
  -6	1	i	1	6	1	-4	5	-1.3
- COc1ccc(C)cc1NC(=O)CSc1nnc(CC(=O)Nc2ccccc2C)n1C
  2	0	i	2	3	-6	-11	-6	0.9
- CCOC(=O)c1c(-c2ccccc2)csc1NC(=O)c1cc2ccccc2oc1=O
  5	-5	i	-10	7	3	-3	15	-0.7
- NC(=O)C1CCN(c2oc(/C=C/c3ccc(F)cc3)nc2S(=O)(=O)c2ccccc2)CC1
  -4	-5	.	9	3	-2	-9	1	0.2
- O=C(CN1CCC(C(=O)c2ccc(F)cc2)CC1)NCc1ccccc1F
  -5	4	i	6	9	1	0	-3	-1.1
- O=C(Cc1ccccc1)Nc1nc2ccccc2s1
  -6	2	i	-9	23	-3	-5	6	-0.5

A few values from the list:
`CC(=O)c1c(C)[nH]c(C(=O)NCCc2ccc(Cl)cc2)c1C` | Rin1-Abl PPI inh = 1
`O=C(Cc1ccccc1)Nc1nc2ccccc2s1` | bovine MsrA act = -5
